Source: PubChem (several laboratories)
S1P4 antag – antagonists of human S1P4 receptor | AID 1510 | S1P4-expressing cells, antagonist mode, reporter read-out | 220,000 compounds, 0.26% hits | inhibition, % at 4.98 µM | O95977; in the data active = inhibition above about 29%;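 note: 0% = wells stimulated with agonist and 100% = vehicle wells without agonist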
Target sequence (O95977 whole entry, looked up): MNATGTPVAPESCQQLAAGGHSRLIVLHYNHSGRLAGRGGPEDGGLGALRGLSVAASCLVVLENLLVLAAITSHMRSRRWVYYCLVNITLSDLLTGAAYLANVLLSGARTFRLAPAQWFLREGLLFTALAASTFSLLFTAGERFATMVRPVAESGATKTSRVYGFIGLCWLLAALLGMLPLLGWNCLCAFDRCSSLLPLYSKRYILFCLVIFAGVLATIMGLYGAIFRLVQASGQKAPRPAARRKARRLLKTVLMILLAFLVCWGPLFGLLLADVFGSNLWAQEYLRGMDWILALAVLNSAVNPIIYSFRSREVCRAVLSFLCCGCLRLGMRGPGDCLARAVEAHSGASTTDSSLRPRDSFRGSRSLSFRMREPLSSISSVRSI
zfTRPN1 agonist – activates the zebrafish TRPN1 channel. HEK293 zebrafish TRPN1-YFP, Fluo-8 calcium fluorescence; 100% = response to 87 µM carbachol. AID 1424. activation, % at 3 µM. 220,000 compounds, 0.18% hits;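 active = activation above its plate's cutoff, the mean activation of test wells on that plate plus 3 SD, cut at about 19% in these data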;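 note: 0% = DMSO alone and 100% = 87 µM carbachol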
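Material: zebrafish TRPN1-YFP in HEK293 cells. Doses: one dose of 3 µM, 0.3% DMSO. Incubation: dye 1 h 37 °C plus 30 min RT. Measured by: intracellular calcium fluorescence with Fluo-8.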
BaF3 tox – reduces parental Ba/F3 cell viability, JAK2V617F counter-screen | 220,000 compounds, 1.1% hits | inhibition, % at 5.6 µM | CellTiter-Glo ATP luminescence;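 active = inhibition above a per-campaign cutoff, the mean inhibition of all tested compounds plus 3 SD, cut at about 27% in these data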;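 note: 0% = DMSO wells and 100% = JAK Inhibitor I control wells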
EP2 mod – EP2 receptor (human) modulation | P43116 | EP2-expressing cells, cAMP HTRF FRET, PGE2 co-stimulation | induction, % at 25 µM | 260,000 compounds, 0.83% hits | AID 940;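 active = compounds whose cAMP rise, as percent of the full-agonist control response, exceeds 60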;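 note: rat C6 glioma line stably carrying human EP2 under a CMV promoter; the protocol text gives 20 µM as final concentration; 100% = response of wells given 1 µM PGE2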
Target sequence (P43116 whole entry, looked up): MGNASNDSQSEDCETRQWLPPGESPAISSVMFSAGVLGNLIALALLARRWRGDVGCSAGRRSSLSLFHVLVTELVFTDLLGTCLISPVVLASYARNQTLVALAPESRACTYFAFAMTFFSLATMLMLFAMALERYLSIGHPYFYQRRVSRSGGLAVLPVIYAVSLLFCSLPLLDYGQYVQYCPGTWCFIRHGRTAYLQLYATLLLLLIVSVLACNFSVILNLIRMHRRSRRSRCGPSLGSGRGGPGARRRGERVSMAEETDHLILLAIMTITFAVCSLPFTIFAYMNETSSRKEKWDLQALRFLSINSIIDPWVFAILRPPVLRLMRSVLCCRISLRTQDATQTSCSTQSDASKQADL
S1P4 ag – human S1P4 receptor agonism; O95977; 220,000 compounds, 0.35% hits; S1P4-expressing cell line, agonist reporter assay; activation, % at 4.98 µM; in the data active = activation above about 11%;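 note: 0% = DMSO vehicle and 100% = reference agonist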
PERK inh – inhibitors of human PERK kinase | CHO PERK-DD fusion, SEAP luminescence translation reporter | inhibition, % at 5.6 µM | 220,000 compounds, 0.17% hits;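 active = inhibition above the mean inhibition of all tested compounds plus 3 SD, set separately per screening campaign, cut at about 2.9% in these data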;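 note: PERK kinase domain activated by AP20187 dimerizer at 100 nM; 0% = DMSO with dimerizer and 100% = rapamycin at 8.4 µM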
TRPML3 agonist – activates the human TRPML3 channel. Q8TDD5. HEK293 TRPML3-YFP, Fluo-8 calcium fluorescence; 100% = the carbachol control signal. activation, % at 3 µM. 220,000 compounds, 0.29% hits. AID 1448;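 active = activation above its plate's cutoff, the mean activation of the plate's test wells plus 3 SD, cut at about 12% in these data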;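 note: 0% = DMSO only wells and 100% = carbachol wells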
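Test system – HEK293 line with stable expression of human TRPML3-YFP channel · Control set – carbachol 87 µM final as high control (100%), DMSO as low control (0%) · Signal – Fluo-8 calcium dye fluorescence, ex 470-495, em 515-575 nm · Incubation – 1-h 37 °C dye load, 5-s basal, 120-s post-compound reads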
m-calpain inh – inhibitors of pig calpain II | purified calpain II, fluorogenic peptide substrate, 30 min | inhibition, % at 16 µM | 220,000 compounds, 0.37% hits | AID 1236;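 active = inhibition above about 50%, limit read from the data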
Ba/F3 V617F tox – reduce viability of Ba/F3 cells dependent on JAK2V617F | 220,000 compounds, 1.1% hits | AID 1446 | Ba/F3 EpoR-JAK2V617F viability, ATP luminescence | inhibition, % at 5.6 µM;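 active = inhibition above the campaign mean plus 3 SD over all tested compounds, cut at about 24% in these data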;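 note: cytokine-independent growth of Ba/F3 cells driven by EpoR plus mutant JAK2; 0% = DMSO-treated cells and 100% = JAK inhibitor I control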
* = called active by the depositor; i = inactive; & = joins results of further samples.

1	COc1ccc(N2Nc3n[nH]c(N)c3N2)cc1
2	Oc1ccccc1C1OCC2(CO1)COC(c1ccccc1O)OC2 (centres undefined)
3	CCS(=O)(=O)Nc1cccc(C(=O)CC2(O)C(=O)Nc3ccccc32)c1 (centres undefined)
4	CNC(=O)CC12CC3CC(CC(C3)C1)C2
5	CCOC(=O)C1=C(N)OC2=C(C(=O)CCC2)C1c1ccccc1OCC (centres undefined)
6	CCOc1ccc(NC(=O)CN(C)CC(=O)Nc2cc(Cl)ccc2C#N)cc1OCC

Screen / compound no.	1	2	3	4	5	6
m-calpain inh	33	3	-13	-24	-8	5
S1P4 antag	-8	-21	-16	1	12	-2
Ba/F3 V617F tox	-2	1	1	0	0	-4
S1P4 ag	-2.1	0.4	1.6	3.6	-0.7	-1.6
TRPML3 agonist	0.6	1.9	0.8	0.2	0.7	0.1
EP2 mod	-3	-3	12	14	5	0
PERK inh	-0.8	1.6	1.2	0.2	0.9	-1.0
zfTRPN1 agonist	-2.1	2.6	-0.3	-0.3	0.5	0.6
BaF3 tox	0	7	4	3	1	1

7	O=C(CCS(=O)(=O)c1cccc2nsnc12)NCc1ccccc1Cl
8	CCc1ccc(C(=O)NCc2ccc(Cl)cc2Cl)cc1
9	COc1ccc(NC(=O)NNC(=O)c2ccccc2-n2cccc2)cc1OC
10	Cc1ccc(/C=C2\CC(C)CC3=C2NC(=S)NC3c2ccc(C)cc2)cc1 (centres undefined)
11	CCn1cc(C(=O)N2CCN(c3cccc(C)c3C)CC2)c(=O)c2ccc(C)nc21
12	CCOC(=O)/C(C#N)=C1\C=CN(C)C(C)=N1

Screen / compound no.	7	8	9	10	11	12
m-calpain inh	7	5	-23	-60	-6	1
S1P4 antag	-8	15	-19	-24	2	-9
Ba/F3 V617F tox	-3	-4	-1	-1	5	1
S1P4 ag	-3.2	-2.8	1.7	1.3	0.0	-0.4
TRPML3 agonist	0.1	-0.9	0.3	-0.8	-0.6	0.2
EP2 mod	-29	-68	13	3	-12	9
PERK inh	0.1	1.5	0.2	-0.6	-0.8	0.3
zfTRPN1 agonist	-0.4	-3.2	0.6	-0.9	-1.6	0.7
BaF3 tox	1	4	1	15	-4	5

13	O=C(Cc1ccccc1)Nc1ccccc1C(=O)Nc1ccc(C(=O)O)cc1
14	Cc1nnc(SCC(=O)c2ccc(S(=O)(=O)N3CCOCC3)cc2)n1-c1ccccc1
15	COC(=O)C(=O)/C=C(\O)c1c(C)cc(C)cc1C
16	CC(=O)c1ccc(OC(C)C)c(CC(C(N)=O)C(N)=O)c1
17	CCCCS(=O)(=O)c1sc2nc3c(cc2c1N)CCCC3
18	CC(C)(C)NC(=O)C1CCN(C(=O)c2ccc(Br)cc2)CC1

Screen / compound no.	13	14	15	16	17	18
m-calpain inh	-13	5	-4	1	-35	-2
S1P4 antag	-32	-1	-9	4	-13	-15
Ba/F3 V617F tox	-4	0	1	1	0	-6
S1P4 ag	3.4	-1.5	-0.1	1.7	1.7	-0.9
TRPML3 agonist	1.0	0.4	0.5	0.7	1.1	1.2
EP2 mod	18	2	15	17	5	-6
PERK inh	0.5	0.9	2.6	0.6	-0.9	-0.1
zfTRPN1 agonist	0.6	1.1	1.1	0.4	3.6	1.1
BaF3 tox	3	4	-2	5	5	1

19	CCCCOC(=O)Cn1cnc2ccc(Br)cc2c1=O
20	N=C1S/C(=C\c2ccc(O)cc2)C(=O)N1c1ccc(F)cc1
21	O=C(OC1CCOC1=O)c1cc(-c2cccc(Br)c2)nc2ccccc12 (centres undefined)
22	CC(C)c1nc2scc(-c3ccc(Cl)cc3)c2c(=O)n1N
23	C#CC1CN(Cc2ccccc2)CC(C#C)N1C (centres undefined)
24	CNc1ccccc1C(C)(C)c1ccn[nH]1

Screen / compound no.	19	20	21	22	23	24
m-calpain inh	-8	-53	15	21	-8	-21
S1P4 antag	-18	8	6	-8	-4	-5
Ba/F3 V617F tox	-2	2	2	-3	-3	0
S1P4 ag	2.5	2.0	-1.6	1.3	-0.2	0.5
TRPML3 agonist	1.2	0.7	1.0	-0.7	0.1	1.3
EP2 mod	-8	-28	-14	35	12	8
PERK inh	-0.8	0.5	0.8	-1.2	0.9	2.6
zfTRPN1 agonist	-0.4	0.5	0.1	-0.8	1.1	0.2
BaF3 tox	1	10	4	3	4	3

25	Cc1cccc(-n2nnnc2SCC(=O)NCC2CCCO2)c1 (centres undefined)
26	N#Cc1nccnc1S(=O)(=O)c1cccs1
27	Cn1nccc1NC(=O)Nc1ccc(Cl)cc1
28	COc1ccc(Cn2c(O)cc(=O)[nH]c2=O)cc1
29	C=CCn1c(SCc2c(C)noc2C)nc2ccccc2c1=O
30	NC(=S)NN=C(Cc1ccccc1)Cc1ccccc1

Screen / compound no.	25	26	27	28	29	30
m-calpain inh	-9	16	-7	11	-9	16
S1P4 antag	-6	41*	9	-16	11	18
Ba/F3 V617F tox	-1	92*	0	-2	71*	45*
S1P4 ag	0.4	0.2	-0.3	1.3	-0.9	-0.7
TRPML3 agonist	0.4	2.3	0.6	0.6	0.4	0.3
EP2 mod	16	-42	-23	20	71*	45
PERK inh	-0.2	-1.1	1.7	1.6	-1.8	-0.1
zfTRPN1 agonist	1.3	0.8	1.8	-0.5	-1.5	-3.0
BaF3 tox	-3	35*	-5	2	72*	21

31	CC(=O)Nc1ccc(NC(=O)C/C(C)=N/NC(=O)C(=O)N2CCCC2)cc1
32	Cc1cccc(NS(=O)(=O)c2ccc(C)c(C(=O)OCC(=O)Nc3cc(C)on3)c2)c1
33	CC(C)(c1ccccc1)c1ccc(OCCCNCCO)cc1
34	C=C(C)c1cccc(C(C)(C)NC(=O)N2CCC(C(N)=O)CC2)c1
35	O=C(N/N=C/c1sc2ccccc2c1O)c1cccc2ccccc12
36	COc1ccc(OC)c(NC(=O)CNC(=O)Cn2ccc3ccccc3c2=O)c1

Screen / compound no.	31	32	33	34	35	36
m-calpain inh	-1	-4	10	-8	-8	-11
S1P4 antag	-19	-4	-6	-22	4	-10
Ba/F3 V617F tox	3	-1	5	-3	-4	-2
S1P4 ag	-2.5	-1.6	1.2	0.1	3.7	2.8
TRPML3 agonist	0.6	-0.4	2.3	0.5	0.6	-0.2
EP2 mod	-7	11	6	17	-69	17
PERK inh	-1.2	-2.1	-1.1	0.5	0.5	0.1
zfTRPN1 agonist	-0.4	-3.1	0.9	-0.7	-0.1	0.1
BaF3 tox	0	4	7	-2	6	1

37	CN1CCN(C2=Cc3ccccc3Sc3cc(F)c(F)cc32)CC1
38	COc1ccc(/C=N/NC(=O)C(C)N(c2ccc(OC)cc2)S(C)(=O)=O)cc1 (centres undefined)
39	CCOC(=O)c1cc(-c2ccccc2)sc1NC(=O)COC
40	CC1=C(C(=O)OC2CCCCC2)C(c2cccnc2)n2nnnc2N1 (centres undefined)
41	CCc1cccc(CC)c1NC(=S)NCc1ccc2c(c1)OCO2
42	Cc1nnn(C23CC4CC(CC(CC(=O)Nc5ccc(C)c(Cl)c5)(C4)C2)C3)n1

Screen / compound no.	37	38	39	40	41	42
m-calpain inh	11	-10	-57	-5	27	17
S1P4 antag	5	-2	1	-10	-1	-15
Ba/F3 V617F tox	1	-2	-2	-1	2	-1
S1P4 ag	0.0	-2.1	0.6	2.4	1.7	-0.1
TRPML3 agonist	0.4	0.5	0.5	0.2	-1.6	0.0
EP2 mod	-16	6	13	21	22	-28
PERK inh	-0.4	2.1	0.6	-0.5	-0.4	-0.8
zfTRPN1 agonist	1.2	0.5	0.2	-0.2	-4.2	-0.9
BaF3 tox	4	-4	2	7	9	2

43	CCn1cnc2c1c(=O)n(Cc1csc(-c3ccccc3)n1)c(=O)n2Cc1ccccc1
44	COc1ccc(CC(=O)Nc2cccc(SC)c2)cc1
45	COCCNC(=O)/C=C/c1c(Cl)cccc1Cl
46	COc1ccc(CCCc2nnc(SCC(=O)Nc3ccc(OC)cc3)o2)cc1
47	COc1ccc(-c2ccc(C(c3c(C)[nH][nH]c3=O)c3c(C)[nH][nH]c3=O)o2)c([N+](=O)[O-])c1
48	O=C(O)[C@@H](O)c1ccccc1

Screen / compound no.	43	44	45	46	47	48
m-calpain inh	22	-1	20	11	-2	12
S1P4 antag	-5	-8	-19	-12	-8	15
Ba/F3 V617F tox	3	-1	4	-1	5	-1
S1P4 ag	-1.8	2.7	1.7	-0.2	0.0	0.7
TRPML3 agonist	-0.1	-0.1	-0.2	0.5	0.1	-0.3
EP2 mod	17	-13	3	-3	-11	-10
PERK inh	-1.3	0.4	0.0	0.5	-0.8	2.2
zfTRPN1 agonist	-1.0	-0.4	0.6	1.4	1.8	0.7
BaF3 tox	3	2	4	3	1	0

49	COc1cc(/C=C2\SC(=Nc3ccc(O)cc3)NC2=O)cc(OC)c1O
50	CC1=NN(C(=O)c2ccc(Cn3nc(C)c(Br)c3C)cc2)C(O)(C(F)(F)F)C1 (centres undefined)
51	COc1cccc(/C=N/NC(=O)CCCC(=O)Nc2ccc(Br)cc2)c1
52	O=C(NCC(c1cccnc1)N1CCOCC1)c1ccco1 (centres undefined)
53	OCCNCc1cc(Br)ccc1OCc1ccc(Cl)cc1
54	CCOC(=O)N1CCC(NC(=O)C2=C(C)C(=O)OC23CCC(C)CC3)CC1 (centres undefined)
55	CCn1c(C(C)NC(=O)c2ccc(C)cc2)n[nH]c1=S (centres undefined)
56	CN1CCCc2cc(C#N)c(=O)[nH]c21

Screen / compound no.	49	50	51	52	53	54	55	56
m-calpain inh	-2	1	27	-22	8	5	-15	i
S1P4 antag	5	-1	-13	-16	-1	5	-24	-2
Ba/F3 V617F tox	0	-2	-1	0	-3	2	-1	0
S1P4 ag	0.4	0.4	0.5	1.1	-0.2	0.7	0.8	-2.3
TRPML3 agonist	4.3	0.3	0.8	0.9	1.0	0.4	1.1	-0.3
EP2 mod	-27	-75	-1	1	-11	13	-17&35	24
PERK inh	0.7	0.8	0.4	-0.3	0.2	0.6	0.5	-0.3
zfTRPN1 agonist	8.8	-1.1	-1.8	0.6	0.6	2.7	-0.1	0.6
BaF3 tox	2	3	4	7	4	4	6	2

Among those listed so far, 6 have bromine:
18	CC(C)(C)NC(=O)C1CCN(C(=O)c2ccc(Br)cc2)CC1
19	CCCCOC(=O)Cn1cnc2ccc(Br)cc2c1=O
21	O=C(OC1CCOC1=O)c1cc(-c2cccc(Br)c2)nc2ccccc12 (centres undefined)
50	CC1=NN(C(=O)c2ccc(Cn3nc(C)c(Br)c3C)cc2)C(O)(C(F)(F)F)C1 (centres undefined)
51	COc1cccc(/C=N/NC(=O)CCCC(=O)Nc2ccc(Br)cc2)c1
53	OCCNCc1cc(Br)ccc1OCc1ccc(Cl)cc1

Screen / compound no.	18	19	21	50	51	53
m-calpain inh	-2	-8	15	1	27	8
S1P4 antag	-15	-18	6	-1	-13	-1
Ba/F3 V617F tox	-6	-2	2	-2	-1	-3
S1P4 ag	-0.9	2.5	-1.6	0.4	0.5	-0.2
TRPML3 agonist	1.2	1.2	1.0	0.3	0.8	1.0
EP2 mod	-6	-8	-14	-75	-1	-11
PERK inh	-0.1	-0.8	0.8	0.8	0.4	0.2
zfTRPN1 agonist	1.1	-0.4	0.1	-1.1	-1.8	0.6
BaF3 tox	1	1	4	3	4	4
